GPR55 LPI antagonism: inhibition of LPI-stimulated GPR55 beta-arrestin translocation – imaging, U2OS, beta-arrestin-GFP, LPI agonist, primary screen (AID 2013); U2OS GPR55 beta-arrestin-GFP translocation imaging, LPI antagonism; higher % means a stronger effect; one-dose inhibition, % at 10 µM; IC50 in µM for titrated hits; actives 0.13% (n = 290,000);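 active = spots per cell inhibited over 60%, with over 100 cells counted and total cytoplasm intensity under 500,000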;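 note: U2OS cells stably carrying GPR55 and arrestin-GFP stimulated by 5 µM LPI near EC80; imaged beta-arrestin-GFP aggregate spots per cell after agonist stimulation; plate controls were LPI-stimulated DMSO wells for no effect and DMSO wells without LPI for full effect; some results filed as inactive read as strong as hits; confirmed hits need IC50 under 10 µM and bright autofluorescent wells are also inconclusive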
Hep lipid drop: hepatic lipid droplet formation modulation; AML12 mouse hepatocytes, oleate lipid droplets, BODIPY imaging; inhibition, % at 6.5 µM; actives 0.4% (n = 240,000);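 active = lipid droplet intensity inhibited by at least 50%, with more than 500 cells counted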
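Material – AML12 mouse liver cells · Also added – oleate loading, 100 µM · Compound dosing – 6.5 µM single-point dosing · Times – overnight treatment with compound plus oleate · Measured by – fluorescence imaging, 20x objective, two fields per well · Read-out – percent inhibition of filter-corrected integrated lipid droplet intensity per well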
SV40 large T antigen: SV40 large T antigen inhibitors, biochemical (AID 1903) | actives 0.39% (n = 310,000) | SV40 large T antigen ATPase/helicase inhibition assay; higher % means a stronger effect | inhibition, % at 20 µM, or IC50 in µM where a hit was titrated; in the data active = a potency from the dose series; note: strong numbers were not always called active
MgcRacGAP inhibition: MgcRacGAP GTPase-activating activity inhibitors, confirmation, biochemical, ADP Hunter fluorescence | MgcRacGAP-stimulated Rac1 GTP hydrolysis, ADP Hunter fluorescence; higher % means a stronger effect; GST-tagged Rac1 F28L mutant substrate | inhibition, % at 30 µM, or IC50 in µM where a hit was titrated | actives 0.6% (n = 340,000) | AID 624330;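 active = first-screen hits whose inhibition reached a set limit at any dose in the follow-up dose series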;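 note: fluorescence reports GDP produced by GAP-driven GTP hydrolysis; strong numbers were not always called active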
GPR55 activation: selective activators of receptor GPR55 – imaging, U2OS cells, beta-arrestin-GFP redistribution, primary screen (AID 1961); U2OS GPR55 beta-arrestin-GFP redistribution imaging; higher % means a stronger effect; one-dose activation, % at 10 µM; EC50 in µM for titrated hits; actives 0.048% (n = 290,000);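 active = activation above 40% with more than 50 cells counted in the well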;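 note: U2OS osteosarcoma cells stably expressing GPR55 and beta-arrestin-GFP; plate controls were DMSO negative control for no effect and LPI positive control for full effect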
GPR35 arrestin U2OS: GPR35 antagonists blocking zaprinast-driven arrestin recruitment, primary screen, imaging, U2OS, beta-arrestin-GFP, zaprinast agonist (AID 2058); U2OS GPR35 beta-arrestin-GFP translocation imaging, zaprinast antagonism; higher % means a stronger effect; actives 0.052% (n = 290,000); inhibition, % at 10 µM; hits with a dose series show IC50 in µM;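 active = inhibition of at least 50% with at least 30 cells and total cytoplasm GFP at most 10,000,000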
T cell HTS: T cell immune modulation candidate; 2C CD8+ T cell-vesicle binding, flow cytometry; hits give low values; calls only at 7 µM; actives 0.068% (n = 330,000); AID 2052;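 active = response, share of CD8 T cells binding vesicles, and their 90th percentile fluorescence all below set limits, cut at about 80% in these data, passing the limit was not always enough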
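incubation = binding step 1.5 h, 37 °C, antibody labelling 20 min, ice | test system = 2C mouse CD8+ T cells | read-out basis = percent CD8+ FL2 mean versus row control | controls = Peptide-free naked vesicles (low) and QL9 vesicles with 0.7% DMSO vehicle (high) | detection = flow cytometry of vesicle-bound cells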
LYP phosphatase: inhibitors of LYP phosphatase, biochemical, fluorescence intensity, uHTS (AID 1779); recombinant LYP phosphatase, fluorescence intensity; higher % means a stronger effect; one-dose inhibition, % at 11.5 µM; IC50 in µM for titrated hits; actives 0.054% (n = 290,000); in the data active = inhibition above about 50%;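 note: plate controls were vehicle with enzyme for no effect and no enzyme for full effect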
NTR1 agonist: agonists of NTR1, primary screen, imaging, U2OS cells, beta-arrestin-GFP, high content (AID 493036); activation, % at 20 µM; P30989; NTR1-U2OS beta-arrestin-GFP spot imaging, agonist mode; actives 0.17% (n = 330,000);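 active = activation at or above 40% of the spot to cytoplasm intensity ratio, with at least 20 cells analyzed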;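 note: 0% = DMSO without peptide and 100% = 100 nM NTR1 peptide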
Target sequence (P30989 whole entry, looked up): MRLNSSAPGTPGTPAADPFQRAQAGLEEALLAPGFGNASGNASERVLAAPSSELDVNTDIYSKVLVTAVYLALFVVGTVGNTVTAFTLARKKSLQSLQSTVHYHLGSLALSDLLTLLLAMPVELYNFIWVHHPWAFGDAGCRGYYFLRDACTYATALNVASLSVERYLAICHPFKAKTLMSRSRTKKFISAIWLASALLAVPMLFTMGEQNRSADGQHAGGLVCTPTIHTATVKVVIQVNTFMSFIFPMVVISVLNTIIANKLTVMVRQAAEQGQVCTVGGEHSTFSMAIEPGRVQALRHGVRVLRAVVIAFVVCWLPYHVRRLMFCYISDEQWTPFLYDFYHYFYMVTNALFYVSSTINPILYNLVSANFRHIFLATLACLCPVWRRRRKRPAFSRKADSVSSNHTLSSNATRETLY
Hep lipid drop cells 6.5 µM: also measured in Hep lipid drop; calls as there; cell count; measured here: cell count, cytotoxicity flag;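 cells counted across two imaged fields per well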
T cell HTS vesicle-bound %: also measured in T cell HTS; calls as there; double positive events, %; measured here: CD8+ vesicle-bound cell fraction;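 binding gate set so that unloaded-vesicle control wells show 10% double positive cells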
NTR1 agonist cell count 20 µM: further read-out of NTR1 agonist, marked with its call; cell count; measured here: cell count, cytotoxicity flag
* = called active by the depositor; i = inactive; / = no result given.

SMILES	GPR55 LPI antagonism	Hep lipid drop	Hep lipid drop cells 6.5 µM	SV40 large T antigen	MgcRacGAP inhibition	GPR55 activation	GPR35 arrestin U2OS	T cell HTS	T cell HTS vesicle-bound %	LYP phosphatase	NTR1 agonist	NTR1 agonist cell count 20 µM
Cc1cccc(N(Cc2cc3cc(C)ccc3[nH]c2=O)C(=O)c2cccs2)c1	7%	3	723	19%	-4%	-0.1%	-2%	i	39	0%	8.6	39
Cc1ccccc1NS(=O)(=O)c1cccc(-c2nnc(-c3ccccc3)o2)c1	-1%	/	/	-2%	8%	0.2%	4%	i	27	-4%	3.8	86
O=C(CN1C(=O)c2ccccc2S1(=O)=O)Nc1ccc(S(=O)(=O)N2CCCCCC2)cc1	-1%	-1	799	-2%	2%	0.0%	-12%	i	39	10%	-0.1	66
O=C(Oc1ccc2c(-c3ccccc3)cc(=O)oc2c1)C1CCCCC1	0%	/	/	-3%	6%	-0.1%	13%	i	32	-4%	1.2	48
CN1C/C(=C/c2ccncc2)C(=O)/C(=C/c2ccncc2)C1	14%	5	833	1%	4%	0.9%	-3%	i	16	-12%	-1.8	51
COc1cc(CN2CCC(n3nccc3NC(=O)c3ccccc3OC)CC2)ccc1F	6%	3	835	9%	-2%	-0.1%	-2%	i	32	-9%	0.3	56
Oc1ccccc1-c1cc(-c2ccc(Cl)cc2)n[nH]1	2%	0	406	7%	8%	0.0%	1%	i	45	-2%	25	95
O=C(NCc1ccco1)c1cc(-c2cccnc2)nc2ccc(Cl)cc12	3%	4	754	2%	5%	0.0%	4%	i	34	-3%	0.9	56
COc1ccc(CCC(=O)Nc2ccccc2C(F)(F)F)cc1	1%	-7	618	7%	-97%	-0.4%	-18%	i	42	-3%	-0.9	41
COc1ccc(S(=O)(=O)N2CCCCCC2)cc1C(=O)Nc1ccccn1	34%	0	586	11%	-4%	-0.1%	5%	i	13	-8%	1.3	68
CCOC(=O)C1=C(C)NC(=O)NC1c1ccc(OCC(=O)Nc2ccccc2)c(OC)c1 (centres undefined)	2%	10	589	18%	3%	-0.2%	-3%	i	44	2%	0.8	59
Cc1cc(NC(=O)CSc2nnc3c(C)cc4cc(C)c(C)cc4n23)no1	-2%	/	/	15%	3%	-0.1%	2%	i	26	-12%	2.7	56
COCCn1c(=S)[nH]c2cc(OC)c(OC)cc2c1=O	3%	6	781	8%	20%	0.3%	11%	i	5	1%	-0.5	47
CC(NC(=O)c1ccc2c(c1)OCCO2)C(=O)O (centres undefined)	15%	/	/	-1%	5%	-0.3%	18%	i	40	-2%	2.5	51
CS(=O)(=O)N(CC(=O)Nc1cccc([N+](=O)[O-])c1)c1cccc(F)c1	-4%	-18	663	8%	10%	-0.1%	-10%	i	17	-2%	0.3	45
Cn1nnnc1SCC(=O)Nc1ccc(Cl)cc1Cl	-12%	/	/	/	/	0.3%	13%	/	/	-6%	/	/
O=C(NCc1nc2ccccc2[nH]1)c1ccc([N+](=O)[O-])cc1	-1%	7	774	11%	8%	-0.3%	-10%	i	24	-4%	1.4	24
O=S(=O)(c1ccc(Cl)c(NC(=S)N/N=C/c2ccc(O)cc2)c1)N1CCOCC1	14%	-4	596	31%	48µM*	-0.2%	-2%	i	5	4%	14	36
Cc1cccnc1NC(=O)CSc1ncnc2sc(C)c(C)c12	/	/	/	1%	11%	/	/	i	51	/	0.3	59
O=C(c1ccc2c(c1)N(Cc1ccccc1)CCS2)N1CCOCC1	6%	11	692	13%	5%	-0.1%	18%	i	50	-7%	0.3	50
Cc1cc(OC(=O)C(c2ccccc2)c2ccccc2)c([N+](=O)[O-])c(=O)[nH]1	1%	1	625	9%	5%	-0.3%	5%	i	29	-7%	/	/
CC12CCC(C(=O)N(NC(=O)c3cc(Cl)ccc3O)C1=O)C2(C)C (centres undefined)	-20%	10	770	3%	10%	-0.1%	2%	i	38	-2%	0.2	34
Cn1c(CCN2CCCCC2)nc2cc(NS(=O)(=O)c3ccc(F)cc3)ccc21	8%	/	/	11%	7%	0.1%	0%	i	44	-3%	-1.7	89
S=C(NCCc1ccccc1)NCc1cccs1	-3%	-2	672	7%	9%	0.3%	-21%	i	50	-5%	-1.2	91
COc1ccc2c(c1)c1c(n2C(C)=O)C(OC(C)=O)=NCC1	14%	-6	707	-2%	4%	-0.2%	-2%	i	37	-1%	-0.2	58
Nc1ccc(C(=O)Oc2ccc([N+](=O)[O-])cc2)cc1	-4%	13	727	1%	8%	-0.1%	19%	/	/	5%	0.4	85
C=C(C)Cn1c(SCC(=O)N/N=C/c2cccc(O)c2)nc2ccccc2c1=O	-3%	0	468	1%	-8%	0.4%	-4%	i	50	-4%	5.5	63
Cc1nnc(SCC(=O)Nc2ncc3c(n2)CCCC3=O)s1	-13%	/	/	16%	6%	-0.2%	6%	i	18	1%	-0.4	65
COc1ccccc1/C=C/C(=O)NCC(=O)n1nc(C)cc1C	-4%	1	709	0%	3%	-0.2%	21%	i	24	-3%	-0.5	53
O=C1c2ccccc2CCC12N=NCC2c1ccc(Cl)cc1 (centres undefined)	16%	/	/	14%	6%	-0.2%	-3%	i	36	-4%	2.4	66

2 of the compounds above, in CSV form.
compound,GPR55 LPI antagonism,Hep lipid drop,Hep lipid drop cells 6.5 µM,SV40 large T antigen,MgcRacGAP inhibition,GPR55 activation,GPR35 arrestin U2OS,T cell HTS,T cell HTS vesicle-bound %,LYP phosphatase,NTR1 agonist,NTR1 agonist cell count 20 µM
Cc1cc(NC(=O)CSc2nnc3c(C)cc4cc(C)c(C)cc4n23)no1,-2%,/,/,15%,3%,-0.1%,2%,i,26,-12%,2.7,56
COCCn1c(=S)[nH]c2cc(OC)c(OC)cc2c1=O,3%,6,781,8%,20%,0.3%,11%,i,5,1%,-0.5,47

The results go on:
SMILES	GPR55 LPI antagonism	Hep lipid drop	Hep lipid drop cells 6.5 µM	SV40 large T antigen	MgcRacGAP inhibition	GPR55 activation	GPR35 arrestin U2OS	T cell HTS	T cell HTS vesicle-bound %	LYP phosphatase	NTR1 agonist	NTR1 agonist cell count 20 µM
CCOC(=O)c1c(NC(=O)c2ccc(N3CCOCC3)c([N+](=O)[O-])c2)sc(C)c1C	0%	/	/	-1%	/	-0.1%	0%	/	/	-12%	/	/
CCCCOC(=O)c1[nH]c(C)c(C(=O)OC)c1C	-26%	/	/	-1%	3%	0.3%	5%	i	40	-7%	0.0	82
CCOc1ccc(S(=O)(=O)NCC2CCCO2)c2cccnc12 (centres undefined)	-15%	-20	662	2%	6%	-0.1%	-1%	i	22	-2%	0.5	64
N#CCC(=O)N/N=C/c1cc(-c2ccccc2)n(-c2ccc(Cl)cc2)c1-c1ccccc1	7%	1	681	7%	/	-0.1%	1%	i	4	4%	8.1	63
CCCOC(=O)c1c(-c2ccccc2)nc(CC)c(C(=O)SCC)c1CCC	/	/	/	19%	6%	/	/	i	17	/	1.1	40
CNC(=S)N(CCc1c(C)[nH]c2ccc(F)cc12)Cc1ccco1	-16%	-10	811	13%	-5%	-0.1%	0%	i	41	-5%	3.4	95
NC(=O)[C@H]1CC2(CC(c3cccc(NC(=O)COc4ccc(Cl)cc4)c3)=NO2)CN1C(=O)c1ccccc1C(=O)c1ccccc1 (some centres undefined)	-4%	15	737	5%	13%	-0.1%	-18%	i	28	1%	3.0	91
CCCCOc1ccc(C(=O)Nc2ccc(N3CCN(C(=O)C(C)C)CC3)cc2)cc1	5%	36	774	6%	3%	0.2%	5%	i	22	-5%	3.9	53
Cc1ccc(Cl)cc1NC(=O)N[C@@H](C)C(=O)O	3%	/	/	4%	12%	0.0%	2%	i	60	-5%	0.9	32
COc1cccc(OC)c1NC(=O)CN1CCC(NC(=O)c2cccc(F)c2)CC1	15%	2	778	-1%	6%	0.4%	0%	i	24	-4%	-0.5	44
COc1ccc(CNC(=O)COC(=O)c2c(-c3c(F)cccc3Cl)noc2C)cc1OC	-1%	/	/	5%	7%	-0.1%	-13%	i	6	-3%	-1.3	47
COc1ccc(OCC(=O)NNC(=O)c2cccc(O)c2)cc1	12%	-12	699	5%	6%	0.4%	-3%	i	58	-9%	1.5	82
CC(=O)Nc1cc(S(=O)(=O)Nc2ccc(C)cc2)c(C)cc1C	-11%	/	/	-7%	12%	0.0%	12%	i	57	-6%	-1.1	33
COc1ccccc1-c1nnc(SC(C)C(=O)N2CCOCC2)o1 (centres undefined)	/	/	/	12%	3%	/	/	i	41	/	1.7	66
COCCC1CCCCN1C(=O)c1ccc(OC)c(OC2CCN(C(C)=O)CC2)c1 (centres undefined)	-13%	1	661	9%	7%	0.6%	-5%	i	6	-6%	-1.0	69
COC(=O)CCCCCC(CCC(=O)OC)NC(C)=O (centres undefined)	-6%	/	/	-2%	-2%	-0.3%	-8%	i	16	-4%	2.2	86
CCCNC(=O)c1cc(Cl)c(NC(=O)C2=C(C)OCCS2)cc1OC	-4%	4	833	10%	4%	-0.1%	1%	i	50	-5%	1.8	97
COc1ccc(S(=O)(=O)N2CCc3ccccc32)cc1C(=O)OCC(=O)c1c(N)n(C)c(=O)n(C)c1=O	13%	8	657	-2%	10%	-0.1%	6%	i	23	-1%	4.6	54
CCOC(=O)CC1COCCN1Cc1cn[nH]c1-c1cc(OC)c(OC)c(OC)c1 (centres undefined)	-1%	-12	674	5%	8%	0.4%	5%	i	47	-10%	0.8	55
CC(=O)Nc1ccc2c(c1)OCCOCCOc1cc(NC(C)=O)ccc1OCCOCCOCCO2	10%	/	/	13%	/	-0.1%	-3%	i	38	-2%	2.1	53
COCCNC(=S)NNC(=O)c1ccco1	-6%	27	818	8%	10%	0.2%	4%	i	33	-9%	-1.2	39
Cc1ccc(NC2CCCN(C(=O)CCC3=NNC(=O)CC3)C2)cc1C (centres undefined)	-35%	-5	696	16%	11%	1.1%	-12%	i	25	-6%	-0.3	61
CCCCN1C(N)=NC[C@@H]1C(C)O (some centres undefined)	/	/	/	8%	6%	/	/	i	26	/	-1.5	67
CCn1c(CSc2n[nH]c(N)n2)nc2cc(C(=O)O)ccc21	3%	4	634	-2%	6%	-0.2%	-8%	i	34	-8%	-0.9	65
COCCn1nnnc1C(c1ccccc1)N1CCN(C(=O)c2ccco2)CC1 (centres undefined)	4%	8	876	3%	7%	-0.1%	10%	i	14	-4%	-0.2	57
Cc1ccccc1-n1c(C)cc(/C=N/NC(=O)c2ccncc2)c1C	13%	/	/	4%	-2%	-0.1%	-2%	i	9	0%	-2.2	61
